LYP phosphatase = inhibitors of LYP phosphatase, biochemical, fluorescence intensity, uHTS (AID 1779) | recombinant LYP phosphatase, fluorescence intensity; higher % means a stronger effect | inhibition, % at 11.5 µM, or IC50 in µM where a hit was titrated | 0.054% of 290,000 active;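 note: plate controls were vehicle with enzyme for no effect and no enzyme for full effect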
Myeloid diff MLP = compounds promoting myeloid differentiation. AID 624256. 1% of 360,000 active. calls only at 10 µM. ER-HoxA9 myeloid progenitors, lysozyme-GFP differentiation, flow cytometry;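 active = normalized GFP-positive differentiation at or above the plate's own cutoff, the solvent-only control mean plus 3 SD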;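 note: cells exposed to compound for four days before flow analysis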
TNAP activation fold = human TNAP enzyme activators, primary screen, biochemical, luminescent, no phosphate acceptor, uHTS (AID 1001) | purified TNAP, luminescent activation assay, no phosphate acceptor; higher activation fold means a stronger effect | one-dose activation fold at 20 µM; EC50 in µM for titrated hits | 0.03% of 200,000 active; in the data active = activation fold from about 3, or a potency from the dose series; inactive = the rest, 99 in 100 with activation fold below about 1.6; note: many of its hits are not listed in these tables
CSM14.1 death rescue = rescue of cells from ER stress-induced death, primary screen, 384-well, CSM14.1, thapsigargin, ATP luminescence (AID 1222); 190,000 tested, under 10 active; CSM14.1 thapsigargin-induced death rescue, ATP luminescence; higher % means a stronger effect; one-dose cellular ATP content (survival), % at 20 µM; EC50 in µM for titrated hits;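 active = EC50 below 50 µM in the dose-response confirmation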;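 note: death triggered by thapsigargin at about 15 µM added after 2 h compound pretreatment; cell ATP read after overnight thapsigargin exposure of roughly 18 to 22 hours; normalized against plate controls of thapsigargin alone and 5% DMSO vehicle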
XIAP antagonists = XIAP antagonists, biochemical, IAP family, fluorescence polarization (AID 1018); 0.007% of 200,000 active; displacement, % at 20 µM, or IC50 in µM where a hit was titrated; XIAP BIR domain, fluorescence polarization peptide displacement; higher % means a stronger effect; in the data active = displacement above about 50%; note: a part of the inactive calls stands beside numbers as strong as those of hits
PMI inhibition = human PMI inhibitors, high substrate, primary screen, biochemical, fluorescence intensity, high mannose 6-phosphate (AID 1220) | recombinant PMI enzyme, coupled fluorescence intensity; higher % means a stronger effect | one-dose inhibition, % at 20 µM; IC50 in µM for titrated hits | 0.66% of 190,000 active
M17LAP inhibition = P. falciparum M17LAP inhibitors, primary screen, biochemical, fluorogenic H-Leu-NHMec substrate, 1536-well (AID 1619). recombinant M17LAP, H-Leu-NHMec fluorogenic kinetic assay; higher % means a stronger effect. 0.38% of 220,000 active. inhibition, % at 30 µM, or IC50 in µM where a hit was titrated;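 active = compound inhibiting the enzyme by more than half at any dose during confirmatory dose-response retesting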;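 note: plate controls were full reaction with DMSO carrier for no effect and no enzyme background for full effect; strong numbers were not always called active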
PMI inhibitors = inhibitors of human PMI, primary screen, biochemical, fluorescence intensity, coupled assay (AID 1209). purified PMI enzyme, coupled fluorescence intensity; higher % means a stronger effect. one-dose inhibition, % at 20 µM; IC50 in µM for titrated hits. 0.42% of 190,000 active;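 note: plate controls were DMSO vehicle for no effect and wells lacking substrate for full effect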
P. falciparum M1AAP = malaria alanyl aminopeptidase activity blockers – biochemical, fluorogenic H-Leu-NHMec substrate, 1536-well (AID 1445). inhibition, % at 30 µM, or IC50 in µM where a hit was titrated. recombinant M1AAP, H-Leu-NHMec fluorogenic kinetic assay; higher % means a stronger effect. 0.42% of 220,000 active;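 active = primary inhibition above the hit cutoff, then over 50% inhibition at one or more dose response concentrations, cut at about 23% in these data, passing the limit was not always enough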;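 note: plate controls were DMSO full reaction for no effect and no enzyme background for full effect; strong numbers were not always called active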
Myeloid diff MLP GFP+ MAC1+ % = also measured in Myeloid diff MLP; calls as there; GFP+ MAC1+ double positive, %; measured here: differentiation confirmed by MAC1 staining
Numbers without * were called inactive. Cut-off read from the data, not from the text of the source, unless noted: active = inhibition above about 50%; inactive = the rest.

Results for CC(=O)C1=C(O)C(=O)N(c2ccc(C(=O)O)cc2)C1c1ccccc1 (stereo not drawn) ?
LYP phosphatase: 0%; Myeloid diff MLP: inactive; TNAP activation fold: 1.2; CSM14.1 death rescue: -0.4%; XIAP antagonists: -3.9%; PMI inhibition: -11%; M17LAP inhibition: 4%; PMI inhibitors: -7%; P. falciparum M1AAP: 4%; Myeloid diff MLP GFP+ MAC1+ %: 0.7

What do the screens show for `NC(=O)c1sc2nc(N3CCOCC3)c3c(c2c1N)CCCC3`?
LYP phosphatase: -9%; Myeloid diff MLP: inactive; TNAP activation fold: 1.2; CSM14.1 death rescue: -0.1%; XIAP antagonists: -4.3%; PMI inhibition: -33%; M17LAP inhibition: -19%; PMI inhibitors: -11%; P. falciparum M1AAP: 10%; Myeloid diff MLP GFP+ MAC1+ %: 2.3

How did CCOC(=O)C(CC)n1nc(C)n2c(cc3sccc32)c1=O (stereo not drawn) do in these assays?
LYP phosphatase: 2%; Myeloid diff MLP: inactive; TNAP activation fold: 1.1; CSM14.1 death rescue: -2.0%; XIAP antagonists: -6.8%; PMI inhibition: 1%; PMI inhibitors: 2%; Myeloid diff MLP GFP+ MAC1+ %: 2.8

What do the screens show for `COc1ccccc1C(=O)N/C(=C\c1ccc(Br)cc1)C(=O)NCC(=O)O`?
LYP phosphatase: -4%; Myeloid diff MLP: inactive; TNAP activation fold: 1; CSM14.1 death rescue: -0.9%; XIAP antagonists: -4.7%; PMI inhibition: -4%; M17LAP inhibition: 7%; PMI inhibitors: 4%; P. falciparum M1AAP: 4%; Myeloid diff MLP GFP+ MAC1+ %: 0.0

Results for O=C(CSCc1ccccc1)N1CCN(C(=O)c2ccco2)CC1 ?
LYP phosphatase: -2%; Myeloid diff MLP: inactive; TNAP activation fold: 1.1; CSM14.1 death rescue: 0.1%; XIAP antagonists: -3.2%; PMI inhibition: -9%; M17LAP inhibition: 4%; PMI inhibitors: -4%; P. falciparum M1AAP: 8%; Myeloid diff MLP GFP+ MAC1+ %: 6.9

How did COc1ccccc1N1CCN(C2CCCC(C)C2)CC1 (stereo not drawn) do in these assays?
LYP phosphatase: -5%; Myeloid diff MLP: inactive; TNAP activation fold: 1.2; CSM14.1 death rescue: -1.0%; XIAP antagonists: -5.0%; PMI inhibition: -11%; M17LAP inhibition: -2%; PMI inhibitors: -8%; P. falciparum M1AAP: 2%; Myeloid diff MLP GFP+ MAC1+ %: 4.1

Results for O=C(NC1CCCC1)C(c1ccccc1)N(C(=O)c1ccno1)c1cccnc1 (stereo not drawn) ?
LYP phosphatase: -3%; Myeloid diff MLP: inactive; TNAP activation fold: 1.1; CSM14.1 death rescue: -0.8%; XIAP antagonists: -5.1%; PMI inhibition: 8%; M17LAP inhibition: 0%; PMI inhibitors: 3%; P. falciparum M1AAP: 6%; Myeloid diff MLP GFP+ MAC1+ %: 0.4

How did CCOC(=O)c1sc(NC(=O)c2ccccc2)cc1C do in these assays?
LYP phosphatase: 0%; Myeloid diff MLP: inactive; TNAP activation fold: 1.1; CSM14.1 death rescue: -1.8%; XIAP antagonists: -5.6%; PMI inhibition: 0%; M17LAP inhibition: -12%; PMI inhibitors: -1%; P. falciparum M1AAP: -3%; Myeloid diff MLP GFP+ MAC1+ %: 0.6

What do the screens show for `Cc1ccc2ncnc(NCCC(=O)O)c2c1`?
LYP phosphatase: -6%; Myeloid diff MLP: inactive; TNAP activation fold: 1; CSM14.1 death rescue: 3.5%; XIAP antagonists: -2.7%; PMI inhibition: 4%; M17LAP inhibition: -2%; PMI inhibitors: -7%; P. falciparum M1AAP: -2%; Myeloid diff MLP GFP+ MAC1+ %: 0.5

How did Cn1cc(CN(Cc2ccccn2)C[C@@H]2CCC(=O)N2)c(-c2ccccc2F)n1 do in these assays?
LYP phosphatase: -4%; Myeloid diff MLP: inactive; TNAP activation fold: 1; CSM14.1 death rescue: 0.4%; XIAP antagonists: -5.6%; PMI inhibition: 10%; M17LAP inhibition: -8%; PMI inhibitors: 2%; P. falciparum M1AAP: -4%; Myeloid diff MLP GFP+ MAC1+ %: 0.2

Results for CCC(Sc1nccn1C)C(=O)Nc1ccc(Cl)cn1 (stereo not drawn) ?
LYP phosphatase: -3%; Myeloid diff MLP: inactive; TNAP activation fold: 1; CSM14.1 death rescue: -0.6%; XIAP antagonists: -7.8%; PMI inhibition: -9%; M17LAP inhibition: -3%; PMI inhibitors: -1%; P. falciparum M1AAP: -3%; Myeloid diff MLP GFP+ MAC1+ %: 0.6

What do the screens show for `N#Cc1c2c(c(NCCOCCO)n3c1nc1ccccc13)CCCC2`?
LYP phosphatase: 1%; Myeloid diff MLP: inactive; TNAP activation fold: 1.1; CSM14.1 death rescue: 2.5%; XIAP antagonists: -1.5%; PMI inhibition: 30%; M17LAP inhibition: 7%; PMI inhibitors: 5%; P. falciparum M1AAP: 6%; Myeloid diff MLP GFP+ MAC1+ %: 0.2

Results for COC(=O)c1ccccc1N=Nc1c(N)[nH][nH]c1=O ?
LYP phosphatase: -3%; Myeloid diff MLP: inactive; M17LAP inhibition: 3%; P. falciparum M1AAP: 3%; Myeloid diff MLP GFP+ MAC1+ %: 0.5

How did O=C(NN=C1CCN(Cc2ccccc2)CC1)c1cc(Br)ccc1O do in these assays?
LYP phosphatase: -2%; Myeloid diff MLP: inactive; TNAP activation fold: 1.1; CSM14.1 death rescue: -0.5%; XIAP antagonists: -1.0%; PMI inhibition: -26%; M17LAP inhibition: -4%; PMI inhibitors: -27%; P. falciparum M1AAP: 12%; Myeloid diff MLP GFP+ MAC1+ %: 0.0

Results for CN(C(=O)CC1C(=O)NCCN1Cc1ccc(F)c(F)c1)C1CCOCC1 (stereo not drawn) ?
LYP phosphatase: -7%; Myeloid diff MLP: inactive; TNAP activation fold: 1.1; CSM14.1 death rescue: 0.0%; XIAP antagonists: -6.6%; PMI inhibition: 23%; M17LAP inhibition: -12%; PMI inhibitors: -8%; P. falciparum M1AAP: -4%; Myeloid diff MLP GFP+ MAC1+ %: 0.4

What do the screens show for `S=C(CN1CCCC1=S)NCCc1ccccc1`?
LYP phosphatase: -1%; Myeloid diff MLP: inactive; M17LAP inhibition: 6%; P. falciparum M1AAP: 3%; Myeloid diff MLP GFP+ MAC1+ %: 0.6

How did CCOc1cccc(SCc2noc(C(=O)NC(C)C)c2C(=O)O)c1 do in these assays?
LYP phosphatase: -2%; TNAP activation fold: 1.1; CSM14.1 death rescue: 4.4%; XIAP antagonists: -1.0%; PMI inhibition: -8%; M17LAP inhibition: 20%; PMI inhibitors: 1%; P. falciparum M1AAP: 14%

How did CN1CCN(Cc2nc3c(c(=O)[nH]c(=O)n3C)n2CCc2ccccc2)CC1 do in these assays?
LYP phosphatase: -9%; Myeloid diff MLP: inactive; TNAP activation fold: 1; CSM14.1 death rescue: 0.6%; XIAP antagonists: -6.2%; PMI inhibition: -7%; M17LAP inhibition: 9%; PMI inhibitors: -11%; P. falciparum M1AAP: 8%; Myeloid diff MLP GFP+ MAC1+ %: 1.5

How did NC(=O)c1ccccc1N=Cc1ccc2ccccc2c1 do in these assays?
LYP phosphatase: -1%; Myeloid diff MLP: inactive; TNAP activation fold: 1.1; CSM14.1 death rescue: -2.1%; XIAP antagonists: -6.2%; PMI inhibition: 4%; M17LAP inhibition: -19%; PMI inhibitors: 0%; P. falciparum M1AAP: -1%; Myeloid diff MLP GFP+ MAC1+ %: 0.8

How did O=C(COc1ccccc1Br)Nc1ccccc1C(F)(F)F do in these assays?
LYP phosphatase: -3%; Myeloid diff MLP: inactive; TNAP activation fold: 1.1; CSM14.1 death rescue: 0.9%; XIAP antagonists: 2.9%; PMI inhibition: 9%; M17LAP inhibition: 21%; PMI inhibitors: 10%; P. falciparum M1AAP: 1%; Myeloid diff MLP GFP+ MAC1+ %: 0.3

How did CCC(C)NC(=O)/C=C/c1ccc(S(=O)(=O)NCc2ccco2)cc1 (stereo not drawn) do in these assays?
LYP phosphatase: -4%; Myeloid diff MLP: inactive; TNAP activation fold: 1.1; CSM14.1 death rescue: -0.8%; XIAP antagonists: -5.3%; PMI inhibition: 8%; M17LAP inhibition: -4%; PMI inhibitors: 7%; P. falciparum M1AAP: 3%; Myeloid diff MLP GFP+ MAC1+ %: 0.4

Results for COCc1cc(=O)oc2cc(NS(=O)(=O)c3ccc(C)cc3)ccc12 ?
LYP phosphatase: -7%; Myeloid diff MLP: inactive; M17LAP inhibition: -4%; P. falciparum M1AAP: 1%; Myeloid diff MLP GFP+ MAC1+ %: 0.7

What do the screens show for `Cc1ccc(OCCCN2C(=O)C(=O)c3cc(C)ccc32)cc1`?
LYP phosphatase: -2%; Myeloid diff MLP: inactive; TNAP activation fold: 1; CSM14.1 death rescue: -2.0%; XIAP antagonists: -5.2%; PMI inhibition: 20%; M17LAP inhibition: -5%; PMI inhibitors: 7%; P. falciparum M1AAP: 2%; Myeloid diff MLP GFP+ MAC1+ %: 0.4

Results for Cc1csc(NC(=O)CSc2ccc3nnc(-c4ccncc4)n3n2)n1 ?
LYP phosphatase: -2%; Myeloid diff MLP: inactive; TNAP activation fold: 1.8; CSM14.1 death rescue: 1.5%; XIAP antagonists: -5.4%; PMI inhibition: 6%; M17LAP inhibition: -2%; PMI inhibitors: 1%; P. falciparum M1AAP: 4%; Myeloid diff MLP GFP+ MAC1+ %: 0.5

How did Cc1[nH]nc2c1C1(CCN(Cc3ccccc3)CC1)C(C#N)=C(N)O2 do in these assays?
LYP phosphatase: -2%; Myeloid diff MLP: inactive; TNAP activation fold: 1; XIAP antagonists: -2.1%; PMI inhibition: 0%; M17LAP inhibition: 43%; PMI inhibitors: -1%; P. falciparum M1AAP: -3%; Myeloid diff MLP GFP+ MAC1+ %: 0.5

What do the screens show for `CC(C)(C)NC(=O)C(c1cccs1)N(C(=O)c1csnn1)c1ccccc1F` (stereo not drawn)?
LYP phosphatase: -9%; Myeloid diff MLP: inactive; TNAP activation fold: 1.1; CSM14.1 death rescue: 2.4%; XIAP antagonists: 3.7%; PMI inhibition: 10%; M17LAP inhibition: 2%; PMI inhibitors: 10%; P. falciparum M1AAP: 6%; Myeloid diff MLP GFP+ MAC1+ %: 0.7

What do the screens show for `Cc1ccc(Sc2ncnc3onc(C)c23)cc1`?
LYP phosphatase: -2%; Myeloid diff MLP: inactive; TNAP activation fold: 1.1; CSM14.1 death rescue: -1.6%; XIAP antagonists: -5.1%; PMI inhibition: 3%; M17LAP inhibition: -4%; PMI inhibitors: -2%; P. falciparum M1AAP: -1%; Myeloid diff MLP GFP+ MAC1+ %: 0.6

What do the screens show for `Cc1cc(NS(=O)(=O)c2ccc(NC(=S)NC(=O)c3ccc(F)cc3Cl)cc2)no1`?
LYP phosphatase: -8%; Myeloid diff MLP: inactive; TNAP activation fold: 1; CSM14.1 death rescue: 2.7%; XIAP antagonists: -4.7%; PMI inhibition: -12%; M17LAP inhibition: 35%; PMI inhibitors: -12%; P. falciparum M1AAP: 10%; Myeloid diff MLP GFP+ MAC1+ %: 0.9

Screening data (PubChem)
